Screening data from PubChem BioAssay.
Wee1 degr inh – Wee1 degradation inhibitors, primary screen, cell-based, HeLa, Wee1K328M-luciferase, luminescence | HeLa Luc-Wee1K328M stability; 100% = proteasome inhibitor MG132 effect | reporter increase, % at 5 µM | hit rate 1.2% among 220,000 | AID 1321, 2008;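 active = activation above the mean of all tested compounds plus 3 SD, set per screening run, cut at about 8.8% in these data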;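 note: cells exposed to compound for 20 h before luminescence read; 0% = DMSO alone and 100% = MG132 at 30 µM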
Thrombin inh – human alpha-thrombin inhibitors, primary screen, counter-screen for coagulation protease inhibitor project, biochemical, 1536-well, fluorogenic AMC substrate; Boc-VPR-AMC fluorogenic substrate cleavage; hit rate 0.26% among 220,000; inhibition, % at 5 µM; Prothrombin (Homo sapiens), P00734;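 active = inhibition at or above 40%; inactive = inhibition below 40%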;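 note: 0% = enzyme with no compound and 100% = wells without enzyme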
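System: Human alpha-thrombin protein | Medium: pH 7.5 Tris (50 mM) with NaCl 150 mM, Tween 20 0.05% | Times: Enzyme reaction carried out at room temperature | Detection: AMC fluorescence, 355/460 nm | Evaluation: Percent inhibition scaled between no-compound controls and no-enzyme blanks | Benchmarks: Enzyme without compound as high, wells lacking enzyme as low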
14-3-3 Bad PPI – inhibitors of 14-3-3 zeta/Bad binding, primary screen, biochemical, TR-FRET, bovine 14-3-3 zeta. 14-3-3 protein zeta/delta (Bos taurus), P63103. TR-FRET 14-3-3zeta/Dy647-pBad peptide displacement, 1 h. inhibition, % at 21.7 µM. hit rate 0.71% among 220,000;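 active = inhibition above about 70%, limit read from the data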;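 note: 0% = full 14-3-3 plus peptide FRET controls and 100% = background without 14-3-3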
Target sequence (P63103 whole entry, looked up): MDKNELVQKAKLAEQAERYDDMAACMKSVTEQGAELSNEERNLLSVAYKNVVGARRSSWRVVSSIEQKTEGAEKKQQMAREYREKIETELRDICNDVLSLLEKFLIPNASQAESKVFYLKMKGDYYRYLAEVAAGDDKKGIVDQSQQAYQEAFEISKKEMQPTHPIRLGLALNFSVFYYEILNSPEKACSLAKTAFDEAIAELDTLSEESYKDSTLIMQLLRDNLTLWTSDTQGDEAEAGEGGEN
hK5 inh – human KLK5 protease inhibitors, primary screen, biochemical, 1536-well | inhibition, % at 5 µM | recombinant hK5, fluorogenic AMC substrate cleavage | Kallikrein-5 (Homo sapiens), Q9Y337 | hit rate 0.59% among 210,000 | AID 873, 2007;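 active = inhibition of 40% or more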;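 note: 0% = enzyme controls without compound and 100% = no-enzyme blanks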
FXIIa inh 1536 – human FXIIa protease inhibitors, primary screen, biochemical, 1536-well | Coagulation factor XII (Homo sapiens), P00748 | purified FXIIa, Boc-QGR-AMC fluorogenic substrate, 2 h | inhibition, % at 5 µM | hit rate 0.3% among 220,000 | AID 800, 2007; in the data active = inhibition above about 40%;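 note: 0% = enzyme with no compound and 100% = blank without enzyme; many of its hits are not listed in these tables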
Runt-CBFb FRET – inhibitors of RUNX1 Runt–CBFb binding, primary screen, biochemical, FRET, Cerulean-Runt, Venus-CBFb, uHTS. Cerulean-Runt/Venus-CBFb FRET ratio 530/480, 1 h. inhibition, % at 20 µM. hit rate 0.46% among 220,000;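 active = inhibition over about 50% at 20 µM in the single-dose screen, limit read from the data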;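 note: 0% = DMSO wells and 100% = excess unlabeled CBFb competitor control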
Target sequence (Q01196 whole entry, looked up): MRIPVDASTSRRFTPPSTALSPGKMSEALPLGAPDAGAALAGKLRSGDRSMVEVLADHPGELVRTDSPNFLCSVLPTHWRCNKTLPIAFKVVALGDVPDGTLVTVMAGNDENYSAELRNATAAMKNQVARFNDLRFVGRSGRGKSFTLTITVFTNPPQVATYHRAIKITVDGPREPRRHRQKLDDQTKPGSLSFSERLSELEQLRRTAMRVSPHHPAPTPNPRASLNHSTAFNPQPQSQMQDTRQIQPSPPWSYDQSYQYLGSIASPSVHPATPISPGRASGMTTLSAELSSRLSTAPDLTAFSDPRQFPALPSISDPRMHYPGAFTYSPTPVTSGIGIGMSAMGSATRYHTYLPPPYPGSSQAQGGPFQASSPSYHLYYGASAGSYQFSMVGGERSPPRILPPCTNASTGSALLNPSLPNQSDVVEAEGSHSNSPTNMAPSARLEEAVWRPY
Target sequence (Q13951 whole entry, looked up): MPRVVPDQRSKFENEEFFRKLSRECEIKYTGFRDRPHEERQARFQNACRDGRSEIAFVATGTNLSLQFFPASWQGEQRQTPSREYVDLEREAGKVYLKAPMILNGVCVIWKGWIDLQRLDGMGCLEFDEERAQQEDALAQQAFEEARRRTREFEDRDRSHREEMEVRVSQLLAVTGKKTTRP
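Measured by: fluorescence energy transfer, 422 nm excitation, 530/480 nm emission; Assay system: Cerulean-Runt domain; Medium: Tris pH 7.5 buffer with BSA; Measure: loss of energy transfer signal; Controls: 5 µM unlabeled CBFb as full-inhibition high control; Incubation: protein complex preformed 1 h, compound exposure 1 h, room temperature, dark.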
Runt-SMMHC FRET – inhibitors of RUNX1 Runt–CBFb-SMMHC binding, primary screen, biochemical, FRET, Cerulean-Runt, Venus-CBFb-SMMHC, uHTS. Runt-related transcription factor 1 (Homo sapiens) + Core-binding factor subunit beta …. Cerulean-Runt/Venus-CBFb-SMMHC FRET ratio 530/480, 1 h. inhibition, % at 20 µM. hit rate 0.74% among 220,000;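 active = mean inhibition across duplicate retests at 20 µM reaching about 50%, limit read from the data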;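 note: 0% = DMSO wells and 100% = wells with excess untagged CBFb-SMMHC; inhibitors lower the FRET ratio by blocking Runt binding to CBFb-SMMHC; some results filed as inactive read as strong as hits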
FXIa inh – human FXIa protease inhibitors, primary screen, biochemical, 1536-well; Coagulation factor XI (Homo sapiens), P03951; purified FXIa, Boc-Glu-Ala-Arg-AMC fluorogenic substrate; inhibition, % at 5 µM; hit rate 0.14% among 220,000; AID 798, 2007;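 active = inhibition of at least 40%; inactive = inhibition below 40%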;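 note: fluorescence of freed AMC excited at 355 nm; 0% = enzyme without compound and 100% = no enzyme blank; many of its hits are not listed in these tables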
Hck Nef HTS – inhibitors of Nef-activated human Hck kinase, primary screen, biochemical, Z-Lyte FRET, 384-well, Hck-YEEI. Tyrosine-protein kinase HCK (Homo sapiens), P08631. Recombinant Hck-YEEI plus Nef, Z-Lyte FRET kinase assay. inhibition, % at 20 µM. hit rate 0.68% among 220,000. AID 463187, 2010;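 active = Hck-Nef kinase inhibition above about 50%, limit read from the data; inactive = inhibition below that limit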;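 note: 0% = DMSO with Hck plus Nef and 100% = Hck alone without Nef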
* hit, by the source's call; . = no result given; [ ] = another dose, or the depositor's remark.

SMILES	Wee1 degr inh	Thrombin inh	14-3-3 Bad PPI	hK5 inh	FXIIa inh 1536	Runt-CBFb FRET	Runt-SMMHC FRET	FXIa inh	Hck Nef HTS
COc1ccccc1OCC(O)Cn1c(=N)n(Cc2ccccc2)c2ccccc21 (stereo not given)	-2	-2	8	-25	15	1	-2	5	9
CC1=C(C(=O)Nc2ccc(C)cc2C)C(c2ccc(Cl)cc2)n2nc(C(=O)OC(C)C)nc2N1 (stereo not given)	0	-6	6[fluorescence artefact?]	-7	8	2	-2	-5	3
Cc1ccc(SCC(=O)N2N=CCC2c2ccccc2)cc1 (stereo not given)	-2	1	-7	-6	7	0	-2	-3	-8
O=c1cc(N2CCN(c3ccccc3F)CC2)[nH]c(=O)n1-c1ccc(Br)cc1	-1	-4	7	2	0	.	3	-9	3
O=C(Nc1c2c(nn1-c1ccccc1)CSC2)c1ccc(N2C(=O)CCC2=O)cc1	1	-10	-12	-5	2	0	-5	-2	12
CCOC(=O)c1nc(C)nc(Sc2n[nH]c(-c3cc(C(F)(F)F)cc(C(F)(F)F)c3)n2)c1C	-2	2	-6	4	7	-10	2	4	15
CCOc1cccc(CNCc2ccc(C(=O)O)cc2)c1	-1	8	-4	0	3	-1	-1	-1	20
COc1cccc(-n2nnnc2S(C)(=O)=O)c1	-2	2	10[fluorescence artefact?]	-6	12	-3	-3	2	1
Cc1ccc(C)c(-n2cc(CNCCc3cnccn3)c(-c3ccccc3)n2)c1	0	3	-3	.	13	-3	-1	1	16
Cc1nc2ccc(NC(=O)Cc3ccsc3)cc2s1	4	-24	1	0	-6	4	0	-2	-1
CC(C)(C)c1ccc(-c2nc(C#N)c(NCCCn3ccnc3)o2)cc1	1	-4	-5	3	7	-3	-7	4	4
CC1CCN(S(=O)(=O)c2ccc3[nH]c(=O)c(=O)[nH]c3c2)CC1	0	1	5	-7	10	.	-2	11	0
COc1cc(/C=N/NC(N)=O)ccc1OCC(=O)N1C(C)CCCC1C (stereo not given)	-3	10	-10	-5	2	0	-1	-6	17
COc1ccccc1/C=C/C=N/n1c(-c2ccco2)n[nH]c1=S	8	-1	-8	1	9	12	16	4	12
CC(NC(=O)Cc1ccc(-c2ccccc2)cc1)c1ccccc1 (stereo not given)	1	0	14	-2	17	2	-8	9	2
Cn1cc(/C=C2\SC(=S)N(NC(=O)c3ccccc3Cl)C2=O)c2ccccc21	1	-5	-7	-14	7	-39	-83	6	2
O=S(=O)(c1ccccc1)N1CCN(Cc2cccc(Cl)c2)CC1	-3	-3	72*	-8	13	-1	-2	1	1
COC(=O)c1cccc([N+](=O)[O-])c1CN1CCCC(C(N)=O)C1 (stereo not given)	-3	-11	-10	-7	6	-1	3	-5	13
CC1CC(C)CN(c2nc3c(c(=O)n(C)c(=O)n3C)n2C)C1 (stereo not given)	4	2	-1	-7	20	-3	4	4	5
O=C1CC(C(=O)Nc2cc(Cl)ccc2Cl)n2ncnc2N1 (stereo not given)	3	-1	-11	1	7	0	0	-1	21

Full records from above. Screens in order: Wee1 degr inh, Thrombin inh, 14-3-3 Bad PPI, hK5 inh, FXIIa inh 1536, Runt-CBFb FRET, Runt-SMMHC FRET, FXIa inh, Hck Nef HTS
CC(C)(C)c1ccc(-c2nc(C#N)c(NCCCn3ccnc3)o2)cc1 is entered as 1, -4, -5, 3, 7, -3, -7, 4, 4
Cn1cc(/C=C2\SC(=S)N(NC(=O)c3ccccc3Cl)C2=O)c2ccccc21 is entered as 1, -5, -7, -14, 7, -39, -83, 6, 2

Carrying on.
SMILES	Wee1 degr inh	Thrombin inh	14-3-3 Bad PPI	hK5 inh	FXIIa inh 1536	Runt-CBFb FRET	Runt-SMMHC FRET	FXIa inh	Hck Nef HTS
CNC(=S)N(CCc1c(C)[nH]c2ccc(C)cc12)Cc1cccs1	-3	-9	-17	-1	9	-5	0	-2	17
Cc1cc2nc(-c3ccc(SCc4ccccn4)nc3)[nH]c2cc1C	7	-8	8	-10	-6	5	1	-5	23
CCn1cc([N+](=O)[O-])c(C(=O)N2CCN(C(=O)c3ccco3)CC2)n1	-3	-1	-2	-10	8	-1	-2	8	0
O=C(Nc1ccccc1C(=O)N1CCN(c2ccccc2)CC1)c1ccco1	4	-7	-5	-3	5	-2	-1	-6	-8
O=C(CSc1nnc(-c2ccccn2)n1Cc1ccccc1)Nc1ccc2c(c1)OCO2	1	1	11	-19	10	0	0	2	-1
COc1ccccc1-c1ccc(=O)n(CC(=O)NCc2cccs2)n1	-2	0	1	-4	5	0	-3	-9	-7
COc1ccc(N(C(=O)C(C)C)S(=O)(=O)c2ccc(Cl)cc2)cc1	7	5	-2	-8	-11	2	-2	9	0
O=C(NN1C(=O)C2C3c4ccccc4C(c4ccccc43)C2C1=O)c1ccccc1 (stereo not given)	-3	-7	3	-6	1	0	2	-11	1
CC(=O)Nc1ccc(NC(=O)COC(=O)C2c3ccccc3Oc3ccccc32)cc1	0	-2	12	0	5	-2	-6	2	24
O=C(NNC(=O)c1ccc([N+](=O)[O-])cc1Cl)c1ccncc1	-1	-3	-4	-20	12	1	2	1	2
CCn1c(SCC(=O)Nc2ccc3c(c2)OCO3)nc2c1c(=O)n(C)c(=O)n2C	1	1	3	-1	14	1	-1	7	0
O=C(CN(c1ccc2c(c1)OCCO2)S(=O)(=O)c1ccccc1)Nc1ccc2c(c1)OCO2	1	-6	-4	-4	1	6	-4	-4	13
Cc1cccc(NC(=O)NCC(c2ccco2)N2CCCCC2)c1 (stereo not given)	5	-2	-7	-2	8	0	-2	-4	16
CCOC(=O)c1cnn(-c2cc(Oc3cccc(C)c3)ncn2)c1N	1	-5	-10	-20	13	-4	-6	3	5
Cc1nn(Cc2ccccc2)c(C)c1NC(=O)c1cc(-c2ccc3c(c2)OCO3)on1	1	0	12	0	11	-6	1	5	1
Cc1cccc(C)c1OCC(=O)Nn1c(C)nc2ccccc2c1=O	-1	-4	-9	0	-4	1	-1	-7	-1
Cc1cc(C)n2nc(SC3CCCCN(C(=O)c4ccc(F)cc4)C3=O)nc2n1 (stereo not given)	-1	3	-6	5	9	-1	0	1	0
CCCN1C(=O)/C(=C/c2nc3ccccc3c(=O)[nH]2)c2cc(C)ccc21	-3	-9	18	1	1	-4	-4	-17	28
C=C(C)Cn1c(SCC)nc2ccccc2c1=O	-1	4	-24	6	5	-2	2	2	1
COC(=O)c1c(NC(=O)COC(=O)CCc2ccc(S(=O)(=O)N3CCOCC3)cc2)sc2c1CCC2	7	-5	-1	-25	4	-6	0	-2	2
CC(C)CCNC(=O)C1CCCN(S(=O)(=O)c2ccc(F)cc2)C1 (stereo not given)	2	-6	11	-20	-2	-2	3	-2	-1
O=C(C1=C[C@@H](c2coc3ccccc3c2=O)C[C@@H](OCc2ccc(CO)cc2)O1)N1CCN(Cc2ccc3c(c2)OCO3)CC1	23*	-6	-6	-1	7	0	-1	-1	-6
Cc1cc(S(=O)(=O)Nc2ccc3ccccc3c2)c(C)s1	-2	-6	1	0	11	1	0	-24	-2
Cc1ccc(C(=O)Cn2cc([N+](=O)[O-])nc2C)cc1	1	-5	-5	0	4	0	-5	3	4
CCNc1nc(NCC)nc(SCC(C)=O)n1	2	-3	0	10	8	1	-4	1	24
CCOC(=O)C1CCCN(C(=O)CSc2ccc(Br)cc2)C1 (stereo not given)	2	-2	2	1	.	1	-4	-2	-3
CC(=O)Nc1ccc(Oc2cnc3ccccc3n2)cc1	3	3	4	-5	10	-1	3	6	1
N#CC1=C(N)Oc2n[nH]c(-c3cccnc3)c2C1c1cc(F)ccc1F (stereo not given)	2	1	-18	-10	1	-3	-1	-3	40
O=C(c1cccnc1)N1CCN(S(=O)(=O)c2ccc(S(=O)(=O)N3CCCC3)cc2)CC1	-1	-23	-3	-7	0	-3	0	-10	-1
COc1ccc(Cl)cc1S(=O)(=O)N1CCN(c2ccc(F)cc2)CC1	-1	1	-10	-3	10	1	3	-9	1
O=C1OC(C(=O)Nc2nccs2)Cc2ccccc21 (stereo not given)	-1	4	0	-7	21	1	-1	5	3
O=C(CSc1ccccc1)N[C@@H](Cc1ccccc1)C(=O)O	0	0	3	2	10	-1	-3	1	9
O=C1CC(=O)N(Cc2ccco2)C(=O)N1	-1	-1	60	13	-13	30	22	-19	13
CCOC(=O)C1C(c2ccc(O)c(OC)c2)NC(=S)NC1(O)C(F)(F)F (stereo not given)	3	-2	-4[fluorescence artefact?]	-13	12	1	2	6	4
CC(C)c1ccc(-c2nnn(CCC#N)n2)cc1	-1	1	-7	.	15	0	0	5	9
O=C(NCc1cccs1)C1CC(=O)N(c2ccc(F)cc2)C1 (stereo not given)	0	0	-2	-6	12	-1	-1	1	1
CC(C)NC(=S)N/N=C/c1ccccc1[N+](=O)[O-]	0	-3	-7	-2	-5	2	1	1	25
CCCc1nc2sc3c(c2c(=O)[nH]1)CCCC3	1	-2	-8	6	7	-1	2	-6	17
CCN(CC)c1ccc(CNc2nc3ccccc3n2C(C)C)cc1	-4	-3	0	-4	5	12	7	-2	16
COc1ccc(N2CCN(C(=O)c3ccc(OCC4CCCO4)cc3)CC2)cc1 (stereo not given)	-1	-2	-8	-10	7	1	-4	-3	1

4 compounds already listed, sorted by their value in FXIa inh, high to low.
Molecule,FXIa inh
O=C(CSc1ccccc1)N[C@@H](Cc1ccccc1)C(=O)O,1
CCN(CC)c1ccc(CNc2nc3ccccc3n2C(C)C)cc1,-2
COc1ccc(N2CCN(C(=O)c3ccc(OCC4CCCO4)cc3)CC2)cc1 (stereo not given),-3
CCCc1nc2sc3c(c2c(=O)[nH]1)CCCC3,-6

Remaining list, next part:
SMILES	Wee1 degr inh	Thrombin inh	14-3-3 Bad PPI	hK5 inh	FXIIa inh 1536	Runt-CBFb FRET	Runt-SMMHC FRET	FXIa inh	Hck Nef HTS
Cc1ccc(NC(=O)CCC(=O)NNC(=O)c2cccs2)cc1C	8	2	-5	-9	22	1	-1	2	-19
Cc1cc(C(=O)NC(C)c2ccccc2)c2cc(F)ccc2n1 (stereo not given)	-2	1	-8	-1	8	0	-1	3	-5
Cc1ccccc1NC(=O)C(=O)c1cn(C)c2ccccc12	-3	-4	-10	-3	.	-2	0	-3	-6
c1ccc(-c2nc(NCCCN3CCOCC3)c3ccccc3n2)cc1	-2	1	-8[fluorescence artefact?]	4	3	0	2	-3	-1
